Source: PubChem BioAssay (several laboratories)
DDE Tn6 FP inh = inhibitors of Tn6 peptide binding to fibrin DD(E), primary screen, biochemical, fluorescence polarization, human fibrin, Tn6 probe | inhibition, % at 8.3 µM | 0.21% of 370,000 active | Fibrinogen beta chain (Homo sapiens), P02675 | Fibrin DD(E) TRITC-Tn6 fluorescence polarization displacement;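 active means inhibition above a per-campaign cutoff: mean of compounds within control limits plus 3 SD, cut at about 15% in these data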;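 further: 0% = median of all compound wells on the plate and 100% = blocking peptide control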
PLC-beta3 inh = human PLC-beta3 inhibitors, primary screen, biochemical, fluorescence; 1-phosphatidylinositol 4,5-bisphosphate phosphodiesterase beta-3 (Homo sapiens), Q01970; Purified PLC-beta3, fluorogenic substrate; inhibition, % at 12.2 µM; 0.18% of 370,000 active; AID 720704, 2013; in the data active means inhibition above about 11%;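 further: 0% = median of compound wells on plate and 100% = full blocker control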
Target sequence (Q01970 whole entry, looked up): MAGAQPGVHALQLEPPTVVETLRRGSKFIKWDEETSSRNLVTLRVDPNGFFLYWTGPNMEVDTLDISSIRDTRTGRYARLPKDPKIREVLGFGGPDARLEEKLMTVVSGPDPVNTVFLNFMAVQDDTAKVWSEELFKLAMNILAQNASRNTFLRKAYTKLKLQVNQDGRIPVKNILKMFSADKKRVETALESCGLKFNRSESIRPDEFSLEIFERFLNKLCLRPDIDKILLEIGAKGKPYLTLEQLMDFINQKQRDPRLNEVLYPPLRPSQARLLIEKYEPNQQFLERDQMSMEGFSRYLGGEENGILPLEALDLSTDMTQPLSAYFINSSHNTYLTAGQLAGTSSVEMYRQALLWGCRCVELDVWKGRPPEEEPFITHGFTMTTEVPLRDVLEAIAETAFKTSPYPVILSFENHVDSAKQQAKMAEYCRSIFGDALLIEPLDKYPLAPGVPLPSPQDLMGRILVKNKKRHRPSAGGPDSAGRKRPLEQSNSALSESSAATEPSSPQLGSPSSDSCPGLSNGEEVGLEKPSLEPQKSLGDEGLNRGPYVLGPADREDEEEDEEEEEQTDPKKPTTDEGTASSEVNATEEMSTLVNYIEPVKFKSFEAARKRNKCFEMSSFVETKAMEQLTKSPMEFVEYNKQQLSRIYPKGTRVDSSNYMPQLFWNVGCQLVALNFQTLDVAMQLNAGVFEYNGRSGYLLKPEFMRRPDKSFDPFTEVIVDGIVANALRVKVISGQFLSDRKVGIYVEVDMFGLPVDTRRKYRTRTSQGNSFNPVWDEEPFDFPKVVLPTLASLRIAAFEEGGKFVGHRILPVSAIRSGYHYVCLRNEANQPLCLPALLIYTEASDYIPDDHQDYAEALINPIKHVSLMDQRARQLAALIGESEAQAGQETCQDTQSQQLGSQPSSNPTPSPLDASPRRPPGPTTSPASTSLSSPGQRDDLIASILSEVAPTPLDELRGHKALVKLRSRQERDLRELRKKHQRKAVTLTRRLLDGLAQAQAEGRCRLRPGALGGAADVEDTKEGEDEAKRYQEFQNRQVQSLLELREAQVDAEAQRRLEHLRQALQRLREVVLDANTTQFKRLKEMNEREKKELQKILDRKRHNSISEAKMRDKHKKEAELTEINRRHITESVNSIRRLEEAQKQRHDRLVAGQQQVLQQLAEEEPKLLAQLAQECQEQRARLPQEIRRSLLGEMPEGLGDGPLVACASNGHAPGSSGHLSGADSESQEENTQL
NR1D1 modulator = modulators of Rev-erb alpha DNA binding, primary screen, biochemical, FITC-DNA, fluorescence polarization, uHTS; Nuclear receptor subfamily 1 group D member 1 (Homo sapiens), P20393; Rev-erbα–FITC-DNA binding, 90 min; 0.79% of 370,000 active; activity, % at 10 µM;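 active means activity above about 14%, limit read from the data; passing the limit was not always enough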;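 further: 0% = DMSO wells with 35 nM protein and 100% = DMSO wells with 750 nM protein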
ASAP1 inh = inhibitors of human ASAP1 ArfGAP activity, primary screen, biochemical, fluorescence polarization; Arf-GAP with SH3 domain, ANK repeat and PH domain-containing protein 1 (Homo sapiens), …; ASAP1-stimulated ARF1 GTP hydrolysis, GDP FP detection; inhibition, % at 16.5 µM; 0.19% of 360,000 active; in the data active means inhibition above about 25%;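 further: 0% = vehicle with enzyme and substrate and 100% = no enzyme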
UHRF1 binding = UHRF1 methylated DNA binding inhibitors, primary screen, counter-screen for MBD2 inhibitor project, biochemical, TR-FRET, human UHRF1, single concentration. E3 ubiquitin-protein ligase UHRF1 (Homo sapiens), Q96T88. UHRF1 binding to methylated oligo. inhibition, % at 4.4 µM. 0.75% of 370,000 active. AID 687016, 2013; in the data active means inhibition above about 21%;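 further: UHRF1 SRA domain binding a hemimethylated CpG hairpin DNA probe; 0% = median of test compound wells and 100% = reference inhibitor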
DDE Tn7 FP inh = inhibitors of Tn7 peptide binding to fibrin DD(E), primary screen, biochemical, fluorescence polarization, human fibrin, Tn7 probe | Fibrinogen beta chain (Homo sapiens), P02675 | FP displacement of FITC-Tn7 peptide from fibrin DD(E); 0% = median of compound wells per plate | inhibition, % at 8.3 µM | 0.13% of 370,000 active | AID 720508, 2013;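 active means inhibition above the mean of compounds falling within the control limits plus 3 SD of them, cut at about 14% in these data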;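 further: 0% = plate median of compound wells and 100% = 10 µM Aha-Tn7 peptide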
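Also added: labelled Tn7 tracer, 0.1 µM; Assay system: human fibrin DD(E) protein; Amount: 2 µM fibrin DD(E); Schedule: 10 min compound pre-incubation, 3 h probe incubation at room temperature; Repeats: one replicate per compound; Read-out basis: percent inhibition; Measured by: fluorescence polarization of the labelled Tn7 tracer.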
PLCg1 inh = PLC-gamma1 enzyme inhibitors, primary screen, biochemical, fluorescence, purified enzyme; fluorogenic substrate; AID 720700, 2013; 0.84% of 370,000 active; inhibition, % at 12.2 µM; 1-phosphatidylinositol 4,5-bisphosphate phosphodiesterase gamma-1 (Homo sapiens), P19174; in the data active means inhibition above about 9.5%
ARFGAP1 inh = inhibitors of rat ARFGAP1 GAP activity, primary screen, biochemical, fluorescence polarization, GDP tracer | ADP-ribosylation factor GTPase-activating protein 1 (Rattus norvegicus), Q62848 | Arfgap1-stimulated ARF1 GTP hydrolysis, GDP FP detection | inhibition, % at 16.5 µM | 0.26% of 360,000 active | AID 651572, 2012;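 active means inhibition above a per-plate limit, mean inhibition of low control wells plus 3 SD, cut at about 25% in these data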;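 further: 0% = DMSO wells with enzyme and 100% = wells lacking Arfgap1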
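Material – truncated rat Arfgap1 GAP domain · Buffer or medium – HEPES-based buffer, pH 7.5 · Reagent – human ARF1(Δ1-17)-GTP substrate · Dosing – 16.5 µM single point, 1.26% DMSO · Schedule – GTP hydrolysis reaction 2 h at 25 °C · Technique – GDP detection by fluorescence polarization · Benchmarks – No-Arfgap1 wells (100%) versus DMSO full-reaction wells (0%) · Repeats – single replicate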
KLK7 zymogen act = proKLK7 zymogen activators, primary screen, biochemical, fluorescence intensity. Kallikrein-7 (Homo sapiens), P49862. purified proKLK7, EDANS-DABCYL substrate fluorescence; 100% is mature enzyme control, 0% vehicle. activation, % at 7 µM. 0.9% of 370,000 active;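 active means activation above the mean of all tested compounds plus 3 SD, computed per campaign excluding outliers beyond control limits, cut at about 13% in these data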
HGIII-sPLA2 inh = human group III sPLA2 inhibitors, primary screen, biochemical, QFRET, BODIPY PC-A2 liposome substrate. QFRET BODIPY PC-A2 liposome hydrolysis, fluorescence. inhibition, % at 12.2 µM. 0.56% of 370,000 active. AID 743126, 2013;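 active means inhibition above mean plus 3 SD of compounds lying within the high and low control bounds, cut at about 19% in these data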;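 further: 0% = median of test compound wells and 100% = no enzyme DMSO wells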
The depositor's hits bear a star; nt = not tested or not shown. This is a random part of the collection. Share with any hit: about 4.5%.

#	smiles	DDE Tn6 FP inh	PLC-beta3 inh	NR1D1 modulator	ASAP1 inh	UHRF1 binding	DDE Tn7 FP inh	PLCg1 inh	ARFGAP1 inh	KLK7 zymogen act	HGIII-sPLA2 inh
1	CCOc1cc(C(=O)N2CCc3cc(OC)c(OC)cc3C2)ccc1OC(F)F	-2	-24	-5	3	0	-10	-11	0	4.1	-1
2	COc1ccc(N(CC(=O)NCc2cccnc2)S(=O)(=O)c2ccc(C)c([N+](=O)[O-])c2)cc1	0	2	6	-1	1	-4	0	-2	0.0	3
3	COCCn1c(SCc2cccc([N+](=O)[O-])c2)nc2ccccc2c1=O	-7	-7	5	12	0	-2	2	-2	-0.3	-4
4	CCOC(=O)N1CCN(C(=O)c2ccc(C)c(S(=O)(=O)Nc3ccccc3)c2)CC1	-2	4	-3	6	-2	4	-1	-9	0.2	-2
5	COc1cc(OC)c(OC)cc1CN1CCN(C(=O)CC(C)C)CC1	-5	-2	0	6	2	-3	4	12	0.2	-2
6	Cc1ccc2[nH]c(=O)c(NC(N)=S)nc2c1	-8	4	-1	4	-12	-3	5	-2	0.8	15
7	O=C(O)Cc1ccc(NC(=O)Nc2ccc3c(c2)OCO3)cc1	5	-6	6	-1	-5	5	-3	16	-0.5	11
8	Cn1nccc1C(=O)Nn1cnnc1	7	5	1	11	0	-6	3	-2	-0.5	-3
9	CC1CCN(C(=O)c2ccc(S(=O)(=O)Cc3cccc(F)c3)c([N+](=O)[O-])c2)CC1	-1	2	4	-10	1	1	4	-1	0.6	9
10	Cc1cc(C)n(CC(C)NC(=O)c2cc(COc3ccc(F)c(F)c3)on2)n1 (stereo unspecified)	-5	-9	1	-5	-2	3	-3	0	0.2	-4
11	O=C(/C=C/c1ccco1)Nc1cccc(C(=O)Nc2ccccc2C(=O)O)c1	-4	-29	-6	-15	37*	6	-10	-2	-0.1	-23
12	Cc1ccc(S(=O)(=O)N2CCCC2C(=O)N2CCc3ccccc3C2)cc1 (stereo unspecified)	13	3	8	nt	2	-6	3	nt	-0.4	-1
13	Cc1ccc(/C=C/C(=O)c2ccccc2O)cc1	1	-9	-2	5	-2	2	0	11	0.6	0
14	COc1ccccc1C(=O)NNC(=O)c1cccc(Cl)c1	-1	-6	29*	-5	5	-1	4	0	-0.3	12
15	CC(C)(C)c1ccc(C(=O)Nc2ccc(C(=O)N3CCOCC3)cc2)cc1	2	-7	1	-10	0	-5	-5	-12	0.1	-7
16	Cc1cccc(OCCSc2nc3ncnc(N)c3[nH]2)c1	-4	-2	-2	0	-5	-1	0	0	-0.1	-11
17	O=C(CCNS(=O)(=O)c1ccc(Br)cc1)NC1CCN(Cc2ccccc2)CC1	-6	-5	-19	-11	0	3	0	-4	0.1	-8
18	CC(C)(C)c1ccc(C(=O)N2CCC(C(=O)NCCC3=CCCCC3)CC2)cc1	-4	-5	-1	-5	1	2	0	-15	-0.2	-6
19	Cc1cccc(NC(=O)c2cc3c(C)nn(-c4ccccc4)c3s2)c1	-12	-37	8	nt	-4	-1	-26	nt	-18	-16
20	COc1ccccc1CNS(=O)(=O)c1cc(C(=O)NCC2CCCO2)c(Cl)cc1Cl (stereo unspecified)	-7	4	-4	5	1	-2	3	16	-0.2	7
21	Cc1ccsc1/C=N/NC(=O)c1cccs1	1	-5	5	-1	-5	-1	-5	16	0.0	-1
22	Cc1ccc(C)c(Cn2cnc3c(nnn3-c3ccc(F)cc3)c2=O)c1	3	2	-2	4	3	-3	2	6	0.1	4
23	CCCCOc1ccc(C2(C(=O)O)CCCC2)cc1	-1	-4	7	10	3	4	3	2	-0.4	6
24	COC(=O)[C@]12C[C@H](CC(=O)NCCCCc3ccccc3)C(=O)N(Cc3cccc4ccccc34)C1=C[C@H](C1CCCC1)O[C@@H]2C	0	-7	0	nt	4	0	3	nt	0.0	5
25	Cc1ccc(/C=C2\SC(=S)N(C3CCS(=O)(=O)C3)C2=O)o1 (stereo unspecified)	-1	-38	1	-4	17	-1	-12	9	-0.1	-6
26	Cc1ccc(C(=O)NCC2CCCN2S(=O)(=O)c2ccc(C)cc2)cc1 (stereo unspecified)	0	-5	6	-15	-1	8	-2	0	0.7	-8
27	O=C(NCCCC1CCCC1)C1CCC(=O)N(Cc2cccc(F)c2)C1 (stereo unspecified)	-2	0	-7	-12	0	9	2	7	0.3	-8
28	Cc1cccc(C)c1-n1nnnc1SCC(=O)c1c(N)n(C2CC2)c(=O)[nH]c1=O	2	-10	10	4	-2	-2	5	-9	0.2	2
29	CC(c1ccccc1)n1cc(C(=O)NCC2COc3ccccc3O2)nn1 (stereo unspecified)	7	3	2	9	4	-7	3	0	-0.6	1
30	Cc1ccc(C2CCN(C(=S)NC(C)C)C2)cc1 (stereo unspecified)	1	-11	0	-2	2	-1	4	0	0.2	23*

Looked up above.
Cc1ccsc1/C=N/NC(=O)c1cccs1 in PLCg1 inh → -5
Cc1ccc(C)c(Cn2cnc3c(nnn3-c3ccc(F)cc3)c2=O)c1 in UHRF1 binding → 3

New compounds follow.
#	smiles	DDE Tn6 FP inh	PLC-beta3 inh	NR1D1 modulator	ASAP1 inh	UHRF1 binding	DDE Tn7 FP inh	PLCg1 inh	ARFGAP1 inh	KLK7 zymogen act	HGIII-sPLA2 inh
31	CCOc1ccc(N(CC(=O)Nc2ccc(C)cc2)S(=O)(=O)c2c(C)noc2C)cc1	-6	3	4	9	3	-1	3	6	0.0	8
32	CC1(C)CC(=O)/C(=C\c2cccc([N+](=O)[O-])c2)C(C)(C)N1	-2	5	-5	2	-3	-5	3	1	-0.6	-1
33	CCOc1ccccc1N1CCN(C(=O)CN2C(=O)NC3(CCCC3)C2=O)CC1	4	-2	5	6	-2	-4	0	8	0.3	-1
34	Cc1cccc(NC(=O)CSc2nnc(CCC(=O)Nc3ccc(C)c(Cl)c3)n2C)c1	1	2	5	-14	3	-3	2	12	-0.3	1
35	CCn1ncc(/C=N/N=C2\CCC3C4CCc5cc(O)ccc5C4CCC23C)c1C (stereo unspecified)	8	-3	3	-14	0	-2	1	16	0.3	-1
36	Cc1ccc2nc3n(c2c1)CCCN3	8	1	2	1	1	0	0	-9	0.2	-2
37	COc1ccc(C(C(=O)NCc2ccccc2)n2c(-c3ccncc3)nc3ccccc32)cc1 (stereo unspecified)	3	-11	3	11	2	-1	-7	6	-0.1	5
38	Cc1ccc(-n2ncc3c(NNC(=O)c4ccco4)ncnc32)cc1C	-6	-6	-3	-10	-1	0	-1	-14	-0.5	3
39	Cn1nccc1C(=O)N1CCC(Cc2ccccc2)CC1	-4	-8	1	-3	3	0	4	8	-0.8	-14
40	O=C(N/N=C/c1ccc(F)c(F)c1)c1cccc(S(=O)(=O)N2CCCCC2)c1	0	-5	-6	1	1	-3	1	-7	0.1	5
41	O=C(O)CC(Sc1ccc(Cl)cc1)C(=O)Nc1ccccc1 (stereo unspecified)	2	-4	-10	3	-1	1	-2	-2	0.6	-3
42	COC(=O)c1ccc(N/N=C/c2cc([N+](=O)[O-])cc(OC)c2O)cc1	3	-4	-1	-7	-3	-1	-1	-4	0.2	3
43	CC1CCCN(c2ccc([N+](=O)[O-])s2)C1 (stereo unspecified)	-1	-2	31*	-5	-16	1	3	-8	-0.3	3
44	C=C(C)C(O)CC/C(C)=C/Cc1c(O)ccc(C(=O)/C=C/c2ccc(O)cc2)c1O (stereo unspecified)	-8	-23	1	14	-1	-2	-18	21	2.4	-49
45	O=C(COC(=O)CCc1ccccc1)NNC(=O)c1ccccc1	0	3	-3	3	-1	-3	-1	-1	0.3	-7
46	Cc1csc(NC(=O)C2C3C=CC(O3)C2C(=O)O)n1 (stereo unspecified)	3	6	2	19	1	-9	3	8	0.1	1
47	O=C(c1ccc([N+](=O)[O-])cc1)N1CCN(Cc2ccccc2)CC1	6	4	1	4	-1	1	-1	-10	-0.3	-5
48	Cc1cccc(C)c1NC(=O)C1(C)CSCC(=O)N1CCC(C)C (stereo unspecified)	2	7	-5	-3	-2	3	-1	-3	0.7	-5
49	ClCc1csc(-c2ccccc2Cl)n1	5	4	-2	1	6	-8	1	1	-0.2	6
50	C=CCn1c(C)nnc1SCC(=O)Nc1ccccc1C(=O)NC1CC1	0	0	5	4	1	-6	3	25*	-0.5	7
51	COc1ccc(NC(=O)CCN2C(=O)[C@@H]3[C@H](C2=O)[C@H]2C=C[C@@H]3C2)cc1	5	-6	3	8	-1	9	-1	11	-0.3	3
52	COc1ccc(-c2cc(C(F)(F)F)nc(N3CCOCC3)n2)cc1OC	0	-20	3	-2	3	-4	-12	10	-0.6	6
53	COCCNC(=O)c1ccc2c(c1)C(=O)c1ccccc1-2	1	-5	0	15	-6	-5	3	10	0.5	4
54	CC(C)COP(=O)(OCC(C)C)C(O)c1ccc2c(c1)OCO2 (stereo unspecified)	-1	-7	5	2	1	-7	-2	5	0.0	2
55	Nn1c(SCC(=O)N2c3ccccc3Sc3ccccc32)nnc1-c1n[nH]c2c1CCC2	-3	-2	-7	nt	2	4	1	nt	0.5	-8
56	Nc1cc2c(cc1Br)-c1ccc(F)cc1C2O (stereo unspecified)	-2	-1	11	-11	-2	2	-3	5	0.4	5
57	O=C(Oc1ccc(Cl)cc1)c1ccc(N2CCOCC2)c([N+](=O)[O-])c1	3	2	4	-8	-1	1	2	-2	0.2	-1
58	Cc1ccc(C(=O)CC(C(=O)O)n2ccc(C)n2)cc1 (stereo unspecified)	1	5	1	8	2	-7	7	6	-0.3	6
59	CCCCN1CNC(=S)N(Cc2ccccc2)C1	-3	6	3	12	1	7	0	-9	-0.2	28*
60	COc1c(C)cc(C(=O)C2CCCN(C(=O)CCc3scnc3C)C2)cc1C (stereo unspecified)	9	-17	-3	15	-1	-2	0	-1	-0.5	-6
